Screening data (PubChem BioAssay)
RGS4 pot – potentiators or activators of RGS4; HEK293 M3R/inducible RGS4, carbachol calcium flux Fluo4; active compounds read low; B-score at 10 µM; AID 463111; actives 0.92% (n = 310,000);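 active = B-score of the integrated calcium signal more than 4 SD below the library mean, with starting fluorescence not abnormally high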;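 also: negative B-score means reduced calcium response which marks RGS4 activation or potentiation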
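System – HEK293 FlpIn-TREx cells, stable M3R, doxycycline-inducible RGS4 · Reagent – ECmax carbachol challenge · Times – compound preincubation 20 min at room temperature before agonist · Technique – Fluo4 fluorescence kinetic imaging of calcium · Measure – B score of integrated Fluo4 ratio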
MrgX1 agonist – human MrgX1 receptor agonism, primary screen; Q96LB2; MrgX1-HEK293 cells, Fluo-4 calcium fluorescence, agonist mode; active compounds read high; B-score at 10 µM; actives 0.44% (n = 310,000); AID 588627;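 active = calcium response B-score plate-corrected fluorescence ratio at least 3 library SD, with starting fluorescence B-score inside 5 SD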
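Test system: Stable human MrgX1 HEK293 cell line | Schedule: Overnight plating before 1 h dye loading | Read-out basis: Baseline-normalised fluorescence change ratio, B-scored | Detection: Kinetic calcium dye fluorescence, Fluo-4 NW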
TRPC6 inh – blocks the mouse TRPC6 cation channel | B-score at 10 µM | Q61143 | HEK293-TRPC6, membrane potential dye, ACh-evoked depolarization; active compounds read low | actives 1.1% (n = 310,000);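 active = B-score under library mean minus 3 SD, initial fluorescence not abnormally high, positive integrated signal ratio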;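 also: B-score derived from integrated fluorescence ratio over the kinetic read; more negative B-score means stronger inhibition of depolarization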
Target sequence (Q61143 whole entry, looked up): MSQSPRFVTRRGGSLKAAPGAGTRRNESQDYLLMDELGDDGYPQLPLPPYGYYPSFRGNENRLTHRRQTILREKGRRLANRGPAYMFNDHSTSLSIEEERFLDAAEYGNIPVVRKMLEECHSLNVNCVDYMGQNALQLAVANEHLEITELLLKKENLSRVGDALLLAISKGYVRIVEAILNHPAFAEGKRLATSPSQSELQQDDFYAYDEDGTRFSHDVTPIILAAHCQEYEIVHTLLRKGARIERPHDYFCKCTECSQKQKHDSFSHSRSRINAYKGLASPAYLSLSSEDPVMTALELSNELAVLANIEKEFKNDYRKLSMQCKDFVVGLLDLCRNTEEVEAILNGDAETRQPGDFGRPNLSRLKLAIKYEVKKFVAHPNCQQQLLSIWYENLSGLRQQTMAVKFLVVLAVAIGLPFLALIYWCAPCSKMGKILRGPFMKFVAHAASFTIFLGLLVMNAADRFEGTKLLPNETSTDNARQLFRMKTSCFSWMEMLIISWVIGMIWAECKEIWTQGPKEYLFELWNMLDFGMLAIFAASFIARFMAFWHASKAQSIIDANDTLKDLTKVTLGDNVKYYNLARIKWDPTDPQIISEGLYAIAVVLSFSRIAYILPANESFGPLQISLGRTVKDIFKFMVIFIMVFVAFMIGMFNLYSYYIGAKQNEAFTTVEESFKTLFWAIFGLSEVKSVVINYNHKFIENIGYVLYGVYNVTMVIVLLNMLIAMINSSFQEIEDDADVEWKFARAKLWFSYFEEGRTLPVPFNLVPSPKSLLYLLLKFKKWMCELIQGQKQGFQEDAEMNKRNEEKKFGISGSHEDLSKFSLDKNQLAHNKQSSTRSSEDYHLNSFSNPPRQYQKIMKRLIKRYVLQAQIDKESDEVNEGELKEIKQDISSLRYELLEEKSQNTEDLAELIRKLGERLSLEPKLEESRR
Platelet DG rel – platelet dense granule release activity; human platelet-rich plasma, SFLLRN dense granule ATP release, luminescence; inhibition, %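 (compounds screened at 7.5 µM in platelet-rich plasma)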; actives 0.22% (n = 300,000);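 active = mean replicate score, as percent of positive control, at or above 50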
TRPC4 block – inhibitors of mouse TRPC4 channel; Q9QUQ5; AID 2247; B-score at 10 µM; HEK293 TRPC4beta/mu-opioid, DAMGO-evoked Fluo4 calcium flux; active compounds read low; actives 0.39% (n = 300,000);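 active = B-score over 3 SD under the library average, no early fluorescence shift, positive overall ratio signal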
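Signal: kinetic Fluo4 fluorescence imaging of calcium influx. Material: stable TRPC4beta/mu-opioid receptor HEK293 cells. Probe or stimulus: DAMGO in two steps, submaximal then maximal.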
SKKanGAS inh – SKKanGAS growth inhibition | inhibition, % at 7.5 µM | actives 1.3% (n = 300,000) | S. pyogenes SKKanGAS, kanamycin growth, BacTiter-Glo, 6 h | AID 1662;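 active = mean replicate score, as percent of positive control median, at least 50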;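 also: strain carries kanamycin resistance gene driven by streptokinase promoter and grows in 40 µg/ml kanamycin; loss of luminescence reflects streptokinase promoter inhibition or plain growth inhibition; 0% = median of DMSO wells and 100% = positive control at its reference dose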
TRPC6 activator – mouse TRPC6 channel activation. Q61143. AID 2550. actives 0.13% (n = 310,000). B-score at 10 µM. HEK293-TRPC6 membrane potential dye fluorescence; active compounds read high;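 active = B-score of the integrated fluorescence ratio above library mean plus 3 SD, and starting fluorescence ratio within library mean plus 5 SD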;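 also: higher score means more depolarization so channel activation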
MrgX1 PAM – allosterically activates human MrgX1 receptor signaling | Q96LB2 | MrgX1-HEK293, Fluo-4 calcium flux, FDSS; active compounds read high | B-score at 10 µM | actives 0.63% (n = 310,000);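 active = plate-corrected calcium response at least 3 library SD above typical, normal starting fluorescence, not activating the receptor alone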;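 also: compound read alongside a low EC10 to EC30 dose of BAM8-22 agonist; peak minus trough fluorescence over baseline measured at the second addition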
HIF act – HIF pathway transcriptional activation. U2OS HRE-luciferase reporter, luminescence; normalized: DMSO 0%, desferrioxamine 100%. activation, % at 7.5 µM (by protocol). actives 0.32% (n = 300,000);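 active = mean activation of at least 10% of the iron chelator positive control signal, with at least half of replicates also reaching 10%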
MrgX1 antagonist – antagonists of human MrgX1 receptor; Q96LB2; MRGX1-HEK293 calcium flux, Fluo-4, BAM8-22 antagonism; active compounds read low; B-score at 10 µM; actives 1.3% (n = 310,000); AID 588676;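 active = calcium-response B-score plate-corrected more than 3 library SD below zero, starting fluorescence within 5 deviations, no agonist response on first addition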;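 also: peak minus trough fluorescence over baseline after final BAM8-22 challenge near maximal dose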
RGS4 inh – human RGS4 inhibition; B-score at 10 µM; actives 0.45% (n = 310,000); P49798; HEK293 M3R/RGS4 inducible, Fluo-4 calcium flux; active compounds read high; triggered by carbachol at its EC20;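 active = B-score, a plate-corrected calcium signal, over three deviations above library mean, with baseline fluorescence within five deviations of library mean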;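 also: RGS4 expression induced by doxycycline in cells with stable M3 receptor; B-score is computed from the integrated fluorescence ratio over baseline after carbachol; higher B-score means a larger calcium signal and so more RGS4 inhibition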
* marks the source's active call; other numbers are inactive results; i = inactive; . = not tested or not shown.

SMILES | RGS4 pot | MrgX1 agonist | TRPC6 inh | Platelet DG rel | TRPC4 block | SKKanGAS inh | TRPC6 activator | MrgX1 PAM | HIF act | MrgX1 antagonist | RGS4 inh
O=C(NC(=S)Nc1cc(Cl)ccc1N1CCOCC1)c1ccc(-c2cccc(Cl)c2)o1 | i | i | i | -0.3 | i | 3.9 | i | i | -0.5 | i | i
O=C1CNC(=O)/C(=C\c2ccc(F)cc2)N1 | i | i | i | -0.4 | i | 0.3 | i | i | -0.2 | i | i
C#Cc1ccc([C@@H]2C=C(C(=O)NCc3nc4ccccc4[nH]3)O[C@H](OCC)[C@H]2CCCO)cc1 | i | i | i | 13.3 | i | 13.6 | i | i | -0.5 | i | i
CC1=Nc2ccccc2/C1=C/c1nc(-c2ccc(C)s2)oc1O | i | i | i | -1.9 | i | 31.0 | i | i | 1.0 | -6.14* | i
O=C(NC1CCCC1)C(c1ccc(F)cc1)N(Cc1ccc(F)cc1)C(=O)CCl (stereo not drawn) | i | i | i | 8.1 | i | -6.5 | i | i | 0.5 | i | i
CC1Cc2ccccc2N1C(=O)CSc1nnc2c(n1)[nH]c1ccc(F)cc12 (stereo not drawn) | i | i | i | 0.2 | i | 26.3 | i | i | -4.0 | i | i
COc1ccc(N2C(=O)CC(n3c(CCCCO)nc4ccccc43)C2=O)cc1 (stereo not drawn) | i | i | i | 5.8 | i | 3.4 | i | i | -0.4 | i | i
C=CCc1ccccc1OCC(O)CN(C(C)C)C(C)C (stereo not drawn) | i | i | i | -3.7 | i | -0.7 | i | i | -0.5 | i | i
COC(=O)c1sccc1S(=O)(=O)N1CCCC(N(C)CCc2ccccn2)C1 (stereo not drawn) | i | i | i | -8.8 | i | -9.3 | i | i | 0.0 | i | i
N#Cc1ccc(-c2csc(NC(=O)c3ccc(S(=O)(=O)N4CCc5ccccc5C4)cc3)n2)cc1 | i | i | i | 18.6 | i | 13.1 | i | i | -7.6 | i | i
Cc1ccc(-c2nnc(N3CCN(C(=O)c4cccs4)CC3)c3ccccc23)cc1 | i | i | i | 0.4 | i | 30.0 | i | i | -0.4 | i | i
CCSc1nnc(NC(=O)CSc2nccn2-c2cccc(C)c2C)s1 | i | i | i | -7.8 | i | 44.6 | i | i | -0.5 | i | i
COc1ccccc1C(=O)NC(CCSC)C(=O)NCC(c1ccco1)N(C)C (stereo not drawn) | i | i | i | -4.6 | i | 2.1 | i | i | -1.0 | i | i
CS(=O)(=O)c1cccc(-c2nnc(NC(=O)c3ccc4ncsc4c3)o2)c1 | i | i | i | 1.8 | i | 16.3 | i | i | -8.0 | i | i
Nc1cc(S(=O)(=O)N2CCCCC2)ccc1N1CCOCC1 | i | i | i | -3.0 | i | -2.8 | i | i | -0.6 | i | i
O=C(Nc1ccccc1C(=O)NC(Cc1c[nH]c2ccccc12)C(=O)O)c1ccccc1 (stereo not drawn) | i | i | i | 9.8 | i | -0.6 | i | i | -0.3 | i | i
N#CCSc1nnc(Nc2ccccc2)s1 | i | i | i | -10.3 | i | -7.8 | i | i | -0.1 | i | i
C=CCn1c(O)c(N=NC(=S)Nc2cccc(OC)c2)c2ccccc21 | i | i | i | 0.4 | i | 87.1* | i | i | 3.4 | i | i
CCn1nc(NC(=O)c2ccccn2)c2cc3cccc(C)c3nc21 | i | i | i | -7.8 | i | -7.2 | i | i | -0.5 | i | i
COc1cccc(N2CCN(C(=O)c3[nH]c(C)c(C(C)=O)c3C)CC2)c1 | i | i | i | -5.4 | i | 14.3 | i | i | -59.5 | i | i
COc1ccc(OC)c(C2=C/C(=C/c3ccccn3)C(=O)O2)c1 | -7.86* | i | i | 4.1 | i | 24.7 | i | i | -0.7 | i | i
C=CCNc1nc(SC)nc2ccsc12 | i | i | i | -3.2 | i | 0.9 | i | i | -0.2 | i | i
O=C(NCCc1c[nH]c2ccccc12)/C(=C\c1cccnc1)NC(=O)c1ccccc1F | i | i | i | 10.6 | i | -10.2 | i | i | 0.4 | i | i
O=C(CCc1ccccc1)N1CCN(c2ccc(F)cc2)CC1 | i | i | i | 1.9 | i | 6.8 | i | 8.87* | -0.4 | i | i
Cc1ccccc1-n1nc(C)c(N=O)c1N | i | i | i | -0.3 | i | 4.9 | i | i | -1.0 | i | i
COC(=O)CSc1nnc(CSc2nc(C)cc(C)n2)o1 | i | i | i | 0.3 | i | -2.9 | i | i | -0.7 | i | i
CSCCC(NC(=O)c1ccco1)C(=O)N(C)CC(=O)Nc1c(Cl)cccc1Cl (stereo not drawn) | i | i | i | -15.3 | i | 2.9 | i | i | -0.3 | i | i
CC(=O)c1ccc(NC(=O)C2CCCN(C(=O)c3ccc(Cl)cc3)C2)cc1 (stereo not drawn) | i | i | i | -6.2 | i | 1.3 | i | i | -0.3 | i | i
COC(=O)[C@@H]1C[C@@]2(O)[C@H](O)[C@H](O)[C@H](O)C[C@H]2N1C/C=C/c1ccccc1 | i | i | i | -3.8 | i | 0.8 | i | i | 0.1 | i | i
Cc1ccc2cc(CN(CCN(C)C)C(=S)Nc3ccccc3)c(=O)[nH]c2c1C | i | i | i | 18.6 | i | 0.0 | i | i | -0.5 | i | i
CC(C)c1ccc(CN(C(=O)c2cccs2)C2CCS(=O)(=O)C2)cc1 (stereo not drawn) | i | i | i | -6.2 | i | 0.9 | i | i | -0.4 | i | i
COc1ccccc1N(CC(=O)NCCSCc1cccc(Cl)c1)S(C)(=O)=O | i | i | i | -1.9 | i | -1.0 | i | i | -0.9 | i | i
COC(=O)CCC(=O)COc1ccc(OC)cc1C#N | . | i | . | -1.5 | . | 1.8 | . | i | 3.2 | i | .
CC1CCCN(Cc2nc3c(c(=O)n(C)c(=O)n3C)n2CCCc2ccccc2)C1 (stereo not drawn) | i | i | i | 6.1 | i | -6.0 | i | i | -0.3 | i | i
O=C(Nc1ccc(C(=O)O)cc1)/C(=C\c1ccc([N+](=O)[O-])cc1)NC(=O)c1ccc(Br)cc1 | i | i | i | 5.2 | i | 7.3 | i | i | 0.3 | i | i
CCC(=O)Nc1ccc(C(=O)CSc2nnc(-c3cccnc3)o2)cc1 | i | i | i | -6.6 | i | 2.5 | i | i | 0.3 | i | i
O=C(NCc1ccc2c(c1)OCO2)c1cccc2c1C(=O)N(C1CCCCC1)C2 | i | i | i | 2.3 | i | -3.2 | i | i | -0.1 | i | i
O=C(Cn1nc(C(=O)O)c2ccccc2c1=O)Nc1ccc2c(c1)OCO2 | i | i | i | -0.5 | i | -8.1 | i | i | -0.3 | i | i
Cc1ccc(SC(C)C(=O)NC2CC2)cc1 (stereo not drawn) | i | i | i | 6.5 | i | -2.0 | i | i | -0.2 | i | i
c1ccc(-c2ncc(-c3ccn[nH]3)s2)cc1 | i | i | i | 13.4 | i | -5.2 | i | i | -0.1 | i | i
NC(=O)Cn1nc2sc3ccccc3n2c(=O)c1=O | i | i | i | 7.7 | i | 3.1 | i | i | -0.1 | i | i
CCOC(=O)C1=C2c3cc(OC)c(OC)cc3CC(C)(C)N2C(=O)C1=O | i | i | i | -4.3 | i | 4.1 | i | i | -0.1 | i | i
CCOC(=O)C1CCN(C(=O)c2cccc(S(=O)(=O)N(C)C3CCCCC3)c2)CC1 | i | i | i | -4.2 | i | -2.7 | i | i | -0.4 | i | i
COC(=O)c1cc(C(=O)OC)cc(N2C(=O)CN=C2Nc2nc(C)cc(C)n2)c1 | i | i | i | -0.4 | i | -12.2 | i | i | -3.3 | i | i
COc1ccc(/C=C/C(=O)NCCCc2ccccc2)cc1OC | i | i | i | -1.0 | i | -5.9 | i | i | 0.1 | i | i
Cc1cc([N+](=O)[O-])cc2c1NC(c1ccccn1)C1CC=CC21 (stereo not drawn) | i | i | i | 14.1 | i | 2.7 | i | i | -0.4 | i | i
CN(CC(=O)Nc1ccc(N2CCOCC2)cc1)C(=O)COc1ccccc1F | i | i | i | 3.7 | i | -8.3 | i | i | -0.2 | i | i
CN(C)S(=O)(=O)c1cc(NC(=O)CNCCN2CCOCC2)ccc1Cl | i | i | i | 4.7 | i | -2.9 | i | i | -0.4 | i | i
CCCCN(Cc1ccco1)S(=O)(=O)c1c[nH]c(C(=O)OC)c1 | i | i | i | 3.6 | i | -1.9 | i | i | 0.0 | i | i
CCC(=O)N1c2ccccc2NC2=C(C(=O)CC(c3ccco3)C2)C1c1ccco1 (stereo not drawn) | i | i | i | 8.0 | i | 6.2 | i | i | -0.5 | i | i
CC(=O)c1ccc(NC(=O)NNS(=O)(=O)c2ccc(F)cc2)cc1 | i | i | i | -6.7 | i | 3.7 | i | i | 0.7 | i | i
COc1ccccc1/C=C/C(=O)NCC(=O)N/N=C(/C)c1ccc(Cl)cc1 | i | i | i | -11.3 | i | 5.4 | i | i | -0.2 | i | i
O=C(NCc1nc2ccccc2[nH]1)C1=C[C@@H](c2ccc(Br)cc2)C[C@@H](OCc2ccc(CO)cc2)O1 | i | i | i | 4.1 | i | 27.1 | i | i | 0.8 | i | i
O=C(c1ccc([N+](=O)[O-])cc1)N1CCN(C(=O)c2cccs2)CC1 | i | i | i | 2.5 | i | -2.8 | i | i | 0.2 | i | i
CCOC(=O)C1(CCOC)CCN(Cc2ccncc2)CC1 | i | i | i | -2.2 | i | 3.2 | i | i | 0.0 | i | i
CCOCCCNC(=O)c1ccc(OC)cc1 | i | i | i | 7.7 | i | 4.6 | i | i | 1.9 | i | i
Cc1cc(NC(=O)c2ccccc2C)ccc1NC(=O)c1ccccc1Cl | i | i | i | -5.8 | i | -3.5 | i | i | 1.5 | i | i
O=C(O)CCC(=O)NNC(=O)COc1ccc2ccccc2c1Br | i | i | i | 3.1 | i | -4.7 | i | i | 0.0 | i | i
COC(=O)c1ccccc1NC(=O)NCc1ccco1 | i | i | i | 10.2 | i | -7.0 | i | i | -0.2 | i | i
Cc1ccc(C)c(N2CCN(C(=O)C3CCCCN3S(=O)(=O)c3ccc(F)cc3)CC2)c1 (stereo not drawn) | i | i | i | 13.1 | i | -8.7 | i | i | . | i | i
CCSc1nnc(NC(=O)CSc2nnc(CNC(=O)c3ccc(OC)cc3)o2)s1 | i | i | i | 6.2 | i | 13.3 | i | i | 0.2 | i | i
